A3A deaminase – inhibitors of human APOBEC3A DNA deaminase; P31941; recombinant A3A, FAM/TAMRA ssDNA deamination fluorescence; inhibition, % at 20 µM; 330,000 tested, 0.41% active; AID 493011;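 active = at least 40% inhibition at 20 µM here, with at most 30% in a related deaminase screen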;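 also: plate controls were A3A with DMSO for no effect and wells lacking A3A enzyme for full effect; some results filed as inactive read as strong as hits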
Target sequence (P31941 whole entry, looked up): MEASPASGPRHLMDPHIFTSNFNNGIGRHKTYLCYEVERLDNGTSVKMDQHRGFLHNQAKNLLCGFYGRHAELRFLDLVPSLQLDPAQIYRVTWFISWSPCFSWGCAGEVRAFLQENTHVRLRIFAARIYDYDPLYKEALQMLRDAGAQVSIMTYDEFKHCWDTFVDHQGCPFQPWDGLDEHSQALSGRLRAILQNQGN
HKDC1 inhibitor – HKDC1 (human) hexokinase inhibition; recombinant HKDC1, G6PDH/diaphorase resazurin coupled fluorescence; inhibition, % at 20 µM; 340,000 tested, 0.16% active;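 active = inhibition above about 35% when tested at 20 µM, limit read from the data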;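 also: plate controls were DMSO wells with enzyme for no effect and DMSO wells lacking enzyme for full effect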
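Test system: recombinant HKDC1 (HK5) hexokinase enzyme, produced in-house; Amount: enzyme 5 µg/mL final; Buffer or medium: Tris pH 8.0 buffer with MgCl2, Tween-20, BSA, BME; Reagent: glucose and ATP substrates; Doses: 20 µM test compound, 1% DMSO; Incubation: 90 min reaction incubation at room temperature, dark; Detection: resorufin fluorescence at 613 nm.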
mIAP block – blocks mouse intestinal alkaline phosphatase. purified mouse IAP, CDP-Star luminescence, 30 min. inhibition, % at 10 µM. 330,000 tested, 0.2% active;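 active = inhibition of at least 40% at 10 µM in the primary screen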;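 also: plate controls were DMSO with enzyme for no effect and no enzyme wells for full effect; values of inactives mirror those of a sister screen read the other way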
hIAP activ – human IAP activation; 330,000 tested, 0.16% active; P09923; AID 2524; purified human IAP, CDP-Star luminescence, 30 min; active compounds read high; 1 = vehicle-only enzyme, 0 = enzyme-free background; activation factor at 10 µM;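 active = activation factor of the enzyme at least 2-fold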; also: the source names both 10 and 20 µM as test concentration; values of inactives mirror those of a sister screen read the other way
Target sequence (P09923 whole entry, looked up): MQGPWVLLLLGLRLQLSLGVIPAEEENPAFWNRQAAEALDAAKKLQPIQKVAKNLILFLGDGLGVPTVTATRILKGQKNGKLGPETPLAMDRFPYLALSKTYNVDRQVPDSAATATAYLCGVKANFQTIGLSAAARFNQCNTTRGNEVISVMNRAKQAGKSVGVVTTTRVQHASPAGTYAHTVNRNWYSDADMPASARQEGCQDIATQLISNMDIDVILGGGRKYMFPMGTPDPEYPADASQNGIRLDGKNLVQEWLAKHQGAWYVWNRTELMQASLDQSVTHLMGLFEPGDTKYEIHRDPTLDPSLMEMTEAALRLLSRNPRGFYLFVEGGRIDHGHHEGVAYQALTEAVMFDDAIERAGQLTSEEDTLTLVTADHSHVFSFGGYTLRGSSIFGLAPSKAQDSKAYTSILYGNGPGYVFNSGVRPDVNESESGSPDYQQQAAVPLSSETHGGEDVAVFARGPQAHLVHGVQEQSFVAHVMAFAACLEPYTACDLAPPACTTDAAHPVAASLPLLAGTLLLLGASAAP
ATG4B inhibitor – blocks human ATG4B protease cleavage of LC3 substrate. AID 504462. 340,000 tested, 0.51% active. inhibition, % at 8.33 µM. Q9Y4P1. ATG4B cleavage of LC3-PLA2, NBD-HPC fluorescence, 1 h; in the data active = inhibition above about 40%
Target sequence (Q9Y4P1 whole entry, looked up): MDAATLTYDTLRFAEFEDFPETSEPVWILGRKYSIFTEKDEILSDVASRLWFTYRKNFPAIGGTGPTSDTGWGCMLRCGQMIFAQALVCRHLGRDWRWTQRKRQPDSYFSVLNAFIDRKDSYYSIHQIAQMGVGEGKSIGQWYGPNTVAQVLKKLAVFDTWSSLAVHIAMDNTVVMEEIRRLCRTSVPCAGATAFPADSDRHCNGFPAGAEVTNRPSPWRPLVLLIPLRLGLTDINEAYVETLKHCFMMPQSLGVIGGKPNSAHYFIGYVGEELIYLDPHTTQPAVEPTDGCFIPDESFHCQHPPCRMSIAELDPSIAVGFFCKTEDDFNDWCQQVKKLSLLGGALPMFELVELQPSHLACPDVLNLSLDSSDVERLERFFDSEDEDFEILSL
mIAP act – mouse IAP activation; 330,000 tested, 0.24% active; activation factor at 10 µM; muIAP, CDP-Star luminescence, 30 min; active compounds read high; 1 = vehicle-only enzyme signal, 0 = enzyme-free wells; AID 2805;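 active = activation factor of at least 2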; also: the source names both 10 and 20 µM as test concentration; values of inactives mirror those of a sister screen read the other way
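System: mouse IAP enzyme. Reagent: CDP-Star chemiluminescent phosphatase substrate. Benchmarks: DMSO wells, no-enzyme wells. Times: 30 min enzyme-substrate-compound incubation at room temperature. Detection: luminescence from enzymatic CDP-Star hydrolysis. Doses: test compounds delivered from DMSO solution.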
hIAP block – blocks human intestinal alkaline phosphatase | purified IAP, CDP-Star luminescence, 30 min | P09923 | 330,000 tested, 0.12% active | inhibition, % at 10 µM | AID 2544;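 active = inhibition reaching a set limit with compound at 10 µM in the primary screen, cut at about 35% in these data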;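 also: plate controls were DMSO wells with enzyme for no effect and no-enzyme buffer wells for full effect; values of inactives mirror those of a sister screen read the other way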
PfGluPho inh – PfG6PD (Plasmodium falciparum) enzyme inhibition. 350,000 tested, 0.78% active. inhibition, % at 20 µM. PfGluPho enzyme, NADPH resazurin-diaphorase fluorescence;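 active = inhibition reaching at least a set limit at 20 µM in the primary screen, cut at about 59% in these data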;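 also: 0% = DMSO wells with substrate and 100% = DMSO wells lacking glucose-6-phosphate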
* hit, by the source's call.

A first look (two entries):
How did CCOc1ccc(-n2c(SCc3cc(=O)oc4cc(C)ccc34)nnc2-c2cccnc2)cc1 do in these assays?
A3A deaminase: 2; HKDC1 inhibitor: -4; mIAP block: -2; hIAP activ: 0.95; ATG4B inhibitor: -8; mIAP act: 1; hIAP block: 5; PfGluPho inh: 16

What do the screens show for `CC1(C)Cc2c(sc3nc(-c4cccs4)n(N)c(=O)c23)CO1`?
A3A deaminase: 1; HKDC1 inhibitor: 16; mIAP block: 3; hIAP activ: 1; ATG4B inhibitor: 11; mIAP act: 0.97; hIAP block: -2; PfGluPho inh: 7

The whole of this part, previewed entries included:
How did CCOc1ccc(-n2c(SCc3cc(=O)oc4cc(C)ccc34)nnc2-c2cccnc2)cc1 do in these assays?
A3A deaminase: 2; HKDC1 inhibitor: -4; mIAP block: -2; hIAP activ: 0.95; ATG4B inhibitor: -8; mIAP act: 1; hIAP block: 5; PfGluPho inh: 16

What do the screens show for `CC1(C)Cc2c(sc3nc(-c4cccs4)n(N)c(=O)c23)CO1`?
A3A deaminase: 1; HKDC1 inhibitor: 16; mIAP block: 3; hIAP activ: 1; ATG4B inhibitor: 11; mIAP act: 0.97; hIAP block: -2; PfGluPho inh: 7

Results for COc1ccc(-n2c3c(cc(C(=O)Nc4ccc(C)cc4)c2=O)C(=O)CCC3)cc1 ?
A3A deaminase: -5; HKDC1 inhibitor: -3; mIAP block: 15; hIAP activ: 0.77; ATG4B inhibitor: 4; mIAP act: 0.85; hIAP block: 23; PfGluPho inh: -20

How did O=C(O)COc1ccc(-c2nnn(CC(=O)O)n2)cc1 do in these assays?
A3A deaminase: 0; HKDC1 inhibitor: -9; mIAP block: -3; hIAP activ: 0.99; ATG4B inhibitor: 0; mIAP act: 1; hIAP block: 1; PfGluPho inh: -8

What do the screens show for `COc1ccc(N/C(N)=N/c2nc(CSc3ccc(C)cc3)cc(=O)[nH]2)cc1`?
A3A deaminase: -1; HKDC1 inhibitor: -1; mIAP block: -28; hIAP activ: 0.93; ATG4B inhibitor: -9; mIAP act: 1.3; hIAP block: 7; PfGluPho inh: -1

What do the screens show for `CCN(Cc1ccccc1)C(=O)c1cccc(S(=O)(=O)N2CCN(Cc3ccccc3)CC2)c1`?
A3A deaminase: 18; HKDC1 inhibitor: -6; mIAP block: 10; hIAP activ: 1.1; ATG4B inhibitor: -19; mIAP act: 0.9; hIAP block: -7; PfGluPho inh: -2

How did CN(CC(=O)Nc1ccc(F)c(F)c1F)C(=O)C1COc2ccccc2O1 (configuration not stated) do in these assays?
A3A deaminase: 0; HKDC1 inhibitor: 1; mIAP block: 6; hIAP activ: 1; ATG4B inhibitor: 0; mIAP act: 0.94; hIAP block: -2; PfGluPho inh: 10

What do the screens show for `Cc1ccc(S(=O)(=O)c2c(N)n(CCN3CCOCC3)c3nc4ccccc4nc23)cc1C`?
A3A deaminase: -3; HKDC1 inhibitor: 1; mIAP block: 2; hIAP activ: 0.94; ATG4B inhibitor: -24; mIAP act: 0.98; hIAP block: 6; PfGluPho inh: 3

Results for COc1ccc(N2CC(C(=O)N3CCN(Cc4ccc5c(c4)OCO5)CC3)CC2=O)cc1 (configuration not stated) ?
A3A deaminase: 2; HKDC1 inhibitor: -4; mIAP block: -3; hIAP activ: 0.97; ATG4B inhibitor: -8; mIAP act: 1; hIAP block: 2; PfGluPho inh: 3

Results for COc1ccc(C(=O)NC(=S)NNC(=O)c2c(-c3ccccc3)noc2C)cc1OC ?
A3A deaminase: -5; HKDC1 inhibitor: -20; mIAP block: -4; hIAP activ: 1.2; ATG4B inhibitor: -13; mIAP act: 1; hIAP block: -20; PfGluPho inh: -23

Results for Cc1ccc(S(=O)(=O)N2CCCC(C(=O)NCc3cccnc3)C2)cc1Cl (configuration not stated) ?
A3A deaminase: 3; HKDC1 inhibitor: -1; mIAP block: 2; hIAP activ: 0.96; ATG4B inhibitor: -4; mIAP act: 0.98; hIAP block: 4; PfGluPho inh: 6

What do the screens show for `CSc1nc(C(=O)N2CCc3c([nH]c4ccccc34)C2c2ccccn2)cs1` (configuration not stated)?
A3A deaminase: -6; HKDC1 inhibitor: -4; mIAP block: -2; hIAP activ: 1.2; ATG4B inhibitor: -2; mIAP act: 1; hIAP block: -23; PfGluPho inh: -7

Results for O=C(COc1ccc(Br)cc1CO)Nc1ccccc1F ?
A3A deaminase: -2; HKDC1 inhibitor: 1; mIAP block: -7; hIAP activ: 1.2; ATG4B inhibitor: 3; mIAP act: 1.1; hIAP block: -24; PfGluPho inh: -1

What do the screens show for `COc1ccccc1CN(Cc1nc2ccccc2c(=O)[nH]1)C(=O)Nc1cccc(C)c1`?
A3A deaminase: -2; HKDC1 inhibitor: -7; mIAP block: -6; hIAP activ: 0.88; ATG4B inhibitor: -11; mIAP act: 1.1; hIAP block: 12; PfGluPho inh: 7

What do the screens show for `O=C(Cn1c(=O)oc2cc(S(=O)(=O)N3CCCC3)ccc21)N1CCN(c2ccccc2F)CC1`?
A3A deaminase: -1; HKDC1 inhibitor: -4; mIAP block: -2; hIAP activ: 1; ATG4B inhibitor: -2; mIAP act: 1; hIAP block: -3; PfGluPho inh: 9

Results for CCOCCCNC(=O)c1ccc(NC(=O)C2CCCO2)cc1 (configuration not stated) ?
A3A deaminase: -2; HKDC1 inhibitor: -2; mIAP block: -8; hIAP activ: 0.94; ATG4B inhibitor: 2; mIAP act: 1.1; hIAP block: 6; PfGluPho inh: -3

What do the screens show for `CSCCC(NC(=O)c1ccccc1)C(=O)OCC(=O)c1ccc[nH]1` (configuration not stated)?
A3A deaminase: 0; HKDC1 inhibitor: -8; mIAP block: 6; hIAP activ: 1.1; ATG4B inhibitor: 7; mIAP act: 0.94; hIAP block: -12; PfGluPho inh: -7

How did O=C(c1cccc(F)c1)N1CCN=C1SCc1cccnc1 do in these assays?
A3A deaminase: -12; HKDC1 inhibitor: 6; mIAP block: -4; hIAP activ: 0.88; ATG4B inhibitor: -3; mIAP act: 1; hIAP block: 12; PfGluPho inh: -9

How did Cc1cc2oc(=O)cc(-c3ccccc3)c2c(C)c1-c1ccc(C#N)cc1 do in these assays?
A3A deaminase: 10; HKDC1 inhibitor: -3; mIAP block: 7; ATG4B inhibitor: -3; mIAP act: 0.93; PfGluPho inh: -6

What do the screens show for `CCOC(=O)C1=C(COC(=O)Cc2ccc(Cl)cc2)NC(=O)NC1C` (configuration not stated)?
A3A deaminase: 4; HKDC1 inhibitor: 0; mIAP block: 5; hIAP activ: 0.9; ATG4B inhibitor: 4; mIAP act: 0.95; hIAP block: 10; PfGluPho inh: 2

What do the screens show for `Cc1ccc(-c2csc(NCCc3nc4cc(Cl)c(Cl)cc4n3CCCO)n2)cc1`?
A3A deaminase: -2; HKDC1 inhibitor: 11; mIAP block: 2; hIAP activ: 0.92; ATG4B inhibitor: -5; mIAP act: 0.98; hIAP block: 8; PfGluPho inh: -2

What do the screens show for `COc1c(C)cc(S(=O)(=O)NCc2ccccn2)c(C)c1C`?
A3A deaminase: -5; HKDC1 inhibitor: 2; mIAP block: 0; hIAP activ: 1.1; ATG4B inhibitor: -9; mIAP act: 1; hIAP block: -10; PfGluPho inh: 16

Results for O=C(Nc1ccccc1NC(=O)c1csnn1)c1csnn1 ?
A3A deaminase: 1; HKDC1 inhibitor: 1; mIAP block: 11; hIAP activ: 0.86; ATG4B inhibitor: -5; mIAP act: 0.89; hIAP block: 14; PfGluPho inh: -29

How did O=C(O)c1ccc(NS(=O)(=O)c2ccc3c(c2)C(=O)c2cc(S(=O)(=O)Nc4ccc(C(=O)O)cc4)ccc2-3)cc1 do in these assays?
A3A deaminase: -1; HKDC1 inhibitor: 2; mIAP block: -1; hIAP activ: 1; ATG4B inhibitor: -5; mIAP act: 1; hIAP block: -2; PfGluPho inh: -18

What do the screens show for `CCCc1cc(=O)oc2c(CN3CCOCC3)c(O)ccc12`?
A3A deaminase: 4; HKDC1 inhibitor: -5; mIAP block: -12; hIAP activ: 1; ATG4B inhibitor: -2; mIAP act: 1.1; hIAP block: -3; PfGluPho inh: -5

How did N#Cc1c(NC(=O)C2CC2)sc2c1CCCCC2 do in these assays?
A3A deaminase: 0; HKDC1 inhibitor: -17; mIAP block: 11; hIAP activ: 1.3; ATG4B inhibitor: 2; mIAP act: 0.89; hIAP block: -34; PfGluPho inh: 25

What do the screens show for `O=C(NCc1csc2ccc(Cl)cc12)Nc1ccccc1`?
A3A deaminase: 0; HKDC1 inhibitor: -9; mIAP block: -87; hIAP activ: 1.2; ATG4B inhibitor: 25; mIAP act: 1.9; hIAP block: -15; PfGluPho inh: -4

Results for O=[N+]([O-])c1ccc2[nH]cc(S(=O)(=O)N3CCN(c4cccc(Cl)c4)CC3)c2c1 ?
A3A deaminase: -3; HKDC1 inhibitor: -2; mIAP block: 11; hIAP activ: 0.97; ATG4B inhibitor: -12; mIAP act: 0.89; hIAP block: 3; PfGluPho inh: 8

How did COc1ccc(CNS(=O)(=O)c2cc3c4c(c2)C(C)C(=O)N4CCC3)cc1 (configuration not stated) do in these assays?
A3A deaminase: -9; HKDC1 inhibitor: -2; mIAP block: -6; hIAP activ: 1.1; ATG4B inhibitor: -4; mIAP act: 1.1; hIAP block: -15; PfGluPho inh: 1

What do the screens show for `Cc1cc(C)nc(NC(=O)CSc2nc3cc(Cl)ccc3s2)n1`?
A3A deaminase: 4; HKDC1 inhibitor: -2; mIAP block: 12; hIAP activ: 1; ATG4B inhibitor: -4; mIAP act: 0.88; hIAP block: -3; PfGluPho inh: -3

How did O=C(COC(=O)C1COc2ccccc2O1)Nc1ccc2c(c1)CCC2 (configuration not stated) do in these assays?
A3A deaminase: -3; HKDC1 inhibitor: -1; mIAP block: -4; hIAP activ: 1.3; ATG4B inhibitor: -13; mIAP act: 1; hIAP block: -28; PfGluPho inh: -27

Results for COc1ccc2c(c1)cc(C(=O)N[C@@H](CCSC)C(=O)N1CCC(C(=O)O)CC1)n2C ?
A3A deaminase: -1; HKDC1 inhibitor: 1; mIAP block: -6; hIAP activ: 1.1; ATG4B inhibitor: 2; mIAP act: 1.1; hIAP block: -8; PfGluPho inh: -14

Results for O=[N+]([O-])c1cc(Cl)ccc1Sc1cccc2cccnc12 ?
A3A deaminase: 4; HKDC1 inhibitor: 0; mIAP block: 16; hIAP activ: 0.8; ATG4B inhibitor: -7; mIAP act: 0.84; hIAP block: 20; PfGluPho inh: 129*

What do the screens show for `COC(=O)CSC1=C(C#N)C(c2ccsc2)CC(=O)N1` (configuration not stated)?
A3A deaminase: 2; HKDC1 inhibitor: 6; mIAP block: 12; hIAP activ: 0.94; ATG4B inhibitor: -8; mIAP act: 0.88; hIAP block: 6; PfGluPho inh: 8

Results for CCc1ccc(NC(=O)C(C)OC(=O)CCC(=O)c2cccs2)cc1 (configuration not stated) ?
A3A deaminase: 4; HKDC1 inhibitor: 14; mIAP block: 7; hIAP activ: 1.1; ATG4B inhibitor: 25; mIAP act: 0.93; hIAP block: -7; PfGluPho inh: -15

Results for CNC(=O)COc1coc(CN2CCN(c3ccc(F)cc3)CC2)cc1=O ?
A3A deaminase: -2; HKDC1 inhibitor: -7; mIAP block: 7; hIAP activ: 0.73; ATG4B inhibitor: -1; mIAP act: 0.93; hIAP block: 27; PfGluPho inh: -10

How did Cc1ccc(CSc2nnc3c(n2)OC2(Nc4ccccc4-3)C(=O)Nc3ccc(F)cc32)cc1 (configuration not stated) do in these assays?
A3A deaminase: 3; HKDC1 inhibitor: 16; mIAP block: 2; hIAP activ: 0.82; ATG4B inhibitor: -23; mIAP act: 0.98; hIAP block: 18; PfGluPho inh: -19

What do the screens show for `O=C(CSc1nnc2ccccn12)Nc1ccc(S(=O)(=O)N2CCOCC2)cc1`?
A3A deaminase: 2; HKDC1 inhibitor: -1; mIAP block: -8; hIAP activ: 0.84; ATG4B inhibitor: 7; mIAP act: 1.1; hIAP block: 16; PfGluPho inh: 8
